Screening data deposited in PubChem by several laboratories.
TNAP activators = human TNAP enzyme activators, primary screen, biochemical, luminescent, no phosphate acceptor, uHTS (AID 1001). Alkaline phosphatase, tissue-nonspecific isozyme (Homo sapiens). purified TNAP, luminescent activation assay, no phosphate acceptor; higher activation fold means a stronger effect. activation fold at 20 µM, or EC50 in µM where a hit was titrated. 0.03% of 200,000 active; in the data active means activation fold from about 3, or a potency from the dose series; inactive means the rest, 99 in 100 with activation fold below about 1.6; further: many of its hits are not listed in these tables
Myeloid diff MLP = induction of myeloid progenitor differentiation, primary screen, cell-based, flow cytometry, MLPCN library; ER-HoxA9 myeloid progenitors, lysozyme-GFP differentiation; calls only at 10 µM; 1% of 360,000 active; AID 624256, 2012;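 active means normalized GFP-positive differentiation at or above the plate's own cutoff, the solvent-only control mean plus 3 SD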;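 further: cells exposed to compound for four days before flow analysis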
Insulin prom up = insulin promoter activators in MIN6 cells, imaging, high-content screening, mouse beta cells; MIN6 insulin promoter-GFP reporter; stronger effect = higher value; z-score at 5 µM; 0.3% of 190,000 active;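 active means z-score above 3 at 5 µM with at least 500 cells counted in the well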
MT stabilizer = microtubule stabilizers in HeLa cells, primary screen, imaging, high-content imaging; HeLa tubulin immunostaining HCS, 24 h; share of cells brighter than vehicle mean+2SD; % tubulin-high responders, % at 10 µM; 0.83% of 200,000 active;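 active means plate Z-score above 3 for both tubulin-high and condensed-nucleus cell shares, with cell loss under 80%, at 10 µM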;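 further: anti alpha tubulin signal scored within the nucleus-defined area of each cell; some results filed as inactive read as strong as hits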
Lipid droplet = inhibitors of hepatocyte lipid droplet formation, primary screen, imaging, high-throughput imaging, BODIPY stain; inhibition, % at 6.5 µM; AID 1656, 2009; AML12 mouse hepatocytes, oleate lipid droplets; 0.4% of 240,000 active;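 active means lipid droplet intensity inhibited by at least 50%, with more than 500 cells counted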
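Material – AML12 mouse liver cells · Also added – oleate loading, 100 µM · Compound dosing – 6.5 µM single-point dosing · Times – overnight treatment with compound plus oleate · Measured by – fluorescence imaging, 20x objective, two fields per well · Read-out – percent inhibition of filter-corrected integrated lipid droplet intensity per well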
T cell modulator = modulators of CD8 T cell-vesicle binding, primary screen, mouse 2C CD8+ T cells, flow cytometry; 2C CD8+ T cell-vesicle binding; stronger effect = lower value; calls only at 7 µM; 0.068% of 330,000 active;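 active means response, share of CD8 T cells binding vesicles, and their 90th percentile fluorescence all below set limits, cut at about 80% in these data, passing the limit was not always enough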
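Read-out – percent CD8+ FL2 mean versus row control · System – murine 2C transgenic CD8+ T lymphocytes · Times – 1.5 h cell–vesicle binding at 37 °C, then 20 min icy labelling · Control set – naked vesicles low, QL9 vesicles with vehicle high · Detection – cytometric PE anti-B7-1 and Alexa647 anti-CD8 signals after 1% paraformaldehyde fixation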
b-catenin transl = modulators of beta-catenin nuclear translocation, primary screen, imaging, HeLa cells, immunofluorescence, high-content; AID 1665, 2009; nuclear translocation activity, % at 5 µM; 0.3% of 190,000 active;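 active means nuclear translocation activity above 50% at 5 µM, with a well cell count of 50 or more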;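 further: per-cell ratio of nuclear to cytoplasmic median beta-catenin stain intensity; plate controls were DMSO negative control for no effect and GSK-3 inhibitor IX positive control for full effect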
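assay system = human HeLa cells, endogenous beta-catenin | times = compound treatment 24 h, 37°C, 5% CO2 | detection = Anti-beta-catenin immunofluorescence on PFA-fixed, Triton-permeabilized cells, DAPI nuclei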
PMI inhibitors = inhibitors of human PMI, primary screen, biochemical, fluorescence intensity, coupled assay (AID 1209). Mannose-6-phosphate isomerase (Homo sapiens). purified PMI enzyme, coupled fluorescence intensity; higher % means a stronger effect. inhibition, % at 20 µM, or IC50 in µM where a hit was titrated. 0.42% of 190,000 active; in the data active means inhibition above about 50%;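 further: plate controls were DMSO vehicle for no effect and wells lacking substrate for full effect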
Dynein transport = inhibitors of GR-EGFP nuclear translocation, primary screen, dynein cargo transport inhibitor project, imaging, high-content, 3617.4 mouse cells | test concentration mostly 20 µM; stimulated with dexamethasone, 1 µM; stronger effect = lower value | z-score, hits read low | 0.47% of 220,000 active | AID 1381, 2008;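 active means plate z-score of nuclear minus cytoplasmic receptor signal below a set negative limit, without overly bright fluorescence or cell loss, cut at about -3.5 in these data, passing the limit was not always enough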;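 further: z-score of nuclear minus cytoplasmic ring GR-EGFP intensity difference per well; some compounds called inactive have numbers as strong as hits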
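Buffer or medium: Induction medium lacking tetracycline, stripped serum | Also added: Dexamethasone agonist, 1.0 µM final, for 30 min | Timing: 48 h induction, 1 h compound, 30 min dex at 37 °C | Detection: Formaldehyde fixation, Hoechst nuclear stain, 10x automated fluorescence imaging | Measure: Nuclear versus cytoplasmic GR-EGFP signal, averaged per well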
Dynein transport cytoplasmic EGFP = recorded beside Dynein transport, whose call it bears; z-score; measured here: cytoplasmic GR-EGFP intensity; stronger effect = higher value
Dynein transport nuclear GR-EGFP = also measured in Dynein transport; calls as there; z-score; measured here: nuclear GR-EGFP intensity;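 lower value marks the stronger effect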
Dynein transport cell count = further read-out of Dynein transport, marked with its call; z-score; measured here: cell count per field
Insulin prom up cell count = also measured in Insulin prom up; calls as there; cell count; measured here: cytotoxicity, nuclei count;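 total cells summed across four imaged fields per well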
Lipid droplet cells 6.5 µM = also measured in Lipid droplet; calls as there; cell count; measured here: cell count, cytotoxicity flag;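 cells counted across two imaged fields per well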
b-catenin transl cell count 5 µM = recorded beside b-catenin transl, whose call it bears; cell count; measured here: cell count, cytotoxicity flag
T cell modulator vesicle-bound % = also measured in T cell modulator; calls as there; double positive events, %; measured here: CD8+ vesicle-bound cell fraction;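 binding gate set so that unloaded-vesicle control wells show 10% double positive cells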
MT stabilizer Hoechst-high % = second read-out of MT stabilizer, no call of its own (marks repeat the call); % Hoechst-high responders; measured here: nuclear condensation Hoechst responders;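 share of cells brighter than vehicle mean plus two SD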
MT stabilizer cytotoxicity % = second read-out of MT stabilizer, no call of its own (marks repeat the call); toxicity, %; measured here: cytotoxicity by cell density;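 0% = mean cell density of plate MIN control wells and 100% = no cells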
Myeloid diff MLP GFP+ MAC1+ % = also measured in Myeloid diff MLP; calls as there; GFP+ MAC1+ double positive, %; measured here: differentiation confirmed by MAC1 staining
An asterisk follows results filed as active; i = inactive; x = not tested or not shown; & = joins results of further samples.

SMILES	TNAP activators	Myeloid diff MLP	Myeloid diff MLP GFP+ MAC1+ %	Insulin prom up	Insulin prom up cell count	MT stabilizer	MT stabilizer Hoechst-high %	MT stabilizer cytotoxicity %	Lipid droplet	Lipid droplet cells 6.5 µM	T cell modulator	T cell modulator vesicle-bound %	b-catenin transl	b-catenin transl cell count 5 µM	PMI inhibitors	Dynein transport	Dynein transport cytoplasmic EGFP	Dynein transport nuclear GR-EGFP	Dynein transport cell count
Cc1csc(=Nc2ccccc2)n1CCO	1	i	0.6	0.23	1496	1.7	2.4	7.2	7	668	i	33	0.3	1080	2%	0.56	-0.23	0.42	-0.48
Cc1nc(SCn2nnc3ccccc3c2=O)nc(C)c1C	1.1	i	1.0	0.55	1113	2.3	1.2	10	x	x	i	6	0.7	766	5%	-1.4	0.17	-0.3	0.95
O=C(O)c1cccc(S(=O)(=O)NCCc2ccccc2)c1	1.2	i	0.3	-1.4	1640	1.2	1.3	0.1	-13	664	i	12	-4.1	1121	1%	-0.1	-0.26	0.033	0.11
O=C(CSc1nnc(C2CC2)n1Cc1ccccc1)Nc1cccnc1Cl	1	i	0.9	-0.8	1339	2.8	3.4	8.4	-4	691	i	67	0.8	1070	4%	0.43	-0.33	0.49	0.08
COC(=O)c1cc(NC(=O)c2c(-c3c(Cl)cccc3Cl)noc2C)ccc1N1CCOCC1	x	i	0.7	-0.94	1076	x	x	x	10	701	i	53	0.1	1275	x	0.65	-0.28	0.74	-0.086
COc1ccc(CCNC(=O)CSc2nc3[nH]ncc3c(=O)n2-c2ccccc2OC)cc1OC	1.1	i	0.4	0.89	1332	2.5	1.0	4.2	-26	733	i	18	-0.3	1087	-4%	0.38	-0.21	0.089	0.56
O=C1c2ccccc2S(=O)(=O)N1CC(O)COc1ccc(Br)cc1 (stereo not drawn)	1.1	i	2.1	-0.21	1248	1.6	2.1	3.6	x	x	i	31	-5.7	947	7%	-0.0049	-0.19	0.021	0.059
O=C(NCc1ccco1)Nc1ccc([N+](=O)[O-])cc1	1.1	i	0.8	0.4&0.34	942&1224	5.6	2.8	4.4	-5&-12	699&697	i	3	-1.4&-1.3	1318&1078	-1%	1.3&-2.1	-0.22&-0.32	1.4&-0.86	-1.2&1
CC(=O)C(=Nc1ccc(Cl)cc1Cl)NNc1cccc(Cl)c1	1	i	0.5	x	x	2.5	2.0	4.3	18	760	i	31	x	x	10%	-1.4	-0.3	-0.7	0.96
CC1CCCCN1C(=O)c1ccc(OC2CCN(S(=O)(=O)N(C)C)CC2)cc1 (stereo not drawn)	1.1	i	1.0	-1.7	1350	1.2	1.0	8.3	2	729	i	27	0.0	1014	8%	-0.51	-0.32	-0.19	0.66
O=C(c1ccc2c(c1)OCCO2)C1CCN(S(=O)(=O)c2cccc(F)c2)CC1	1.1	i	1.2	0.58	969	4.4	3.2	14	x	x	i	12	-1.6	1134	5%	0.37	-0.19	0.36	-0.48
COc1ccc(C=O)cc1CSc1ccccn1	x	i	0.8	0.07	1087	x	x	x	-3	756	i	21	3.4	1238	x	0.055	-0.2	0.41	-0.19
Cc1cc(NC(=O)CSc2ccc3nnc(-c4ccccn4)n3n2)no1	1.1	i	1.8	0.33	1694	2.1	2.6	7.2	0	572	i	39	-0.5	1086	2%	-0.89	-0.12	-0.49	0.52
CCCCCOc1ccc(NS(C)(=O)=O)cc1	1.1	i	0.3	0.4	1498	3.8	1.7	6.6	x	x	i	17	0.2	963	10%	0.19	-0.17	0.43	0.78
CCOC(=O)c1ccc(NC(=O)C2CC(=O)N=C(N)S2)cc1 (stereo not drawn)	1.1	i	0.4	0.16	1640	2.4	1.6	11	-6	684	i	64	0.9	963	5%	0.82	0.0065	1	-1.5
COc1cc(C#N)c(NC(=O)CN2CCC(C(N)=O)CC2)cc1OC	1.1	i	0.5	0.42	1230	1.7	1.3	6.1	15	652	i	51	-1.7	1078	2%	-0.41	-0.29	-0.19	0.39
CCN(CC)c1ccc([N+](=O)[O-])cc1C(=O)O	0.9	i	0.9	0.58	1337	2.5	4.1	7.5	-6	658	i	56	2.2	986	-4%	-0.45	-0.22	-0.39	0.38
CCCOc1ccc([N+](=O)[O-])c(N)c1	1	i	0.3	0.22	1311	2.2	4.5	5.5	19	664	i	6	-0.7	881	1%	-0.43	-0.32	-0.34	1
CCN(CC)S(=O)(=O)c1cc(C(=O)Oc2cccc(-c3cnc4ccccc4n3)c2)ccc1Br	1.1	i	0.5	0.33	879	2.0	1.8	2.9	15	807	i	45	-1.1	1034	4%	-0.96	0.055	-0.17	0.9
CCCC(=O)C1=C(O)C(C(=O)OC)C(C)(C)CC1=NC (stereo not drawn)	1.1	i	1.1	x	x	2.2	2.2	8.3	x	x	i	14	1.1	1108	1%	-0.085	-0.25	0.39	0.3
O=C(Nc1ccc2oc(-c3ccccc3)nc2c1)c1cccnc1	1	i	0.4	-0.21	1269	3.7	5.3	5.4	x	x	i	48	1.5	1426	5%	0.012	-0.37	0.025	0.49
O=C(O)CNC(=O)/C(=C/c1ccco1)NC(=O)/C=C/c1ccccc1	1	i	0.4	0.12	2359	2.7	2.3	9.7	-7	498	i	45	0.5	952	-44%	2.8	-0.041	1.6	-1.3
COC(=O)c1c(NC(=O)c2cccc([N+](=O)[O-])c2)sc(C(N)=O)c1C	1.1	i	1.2	-0.41	1439	2.4	2.3	6.3	1	662	i	51	1.8	1069	19%	-0.61	-0.27	-0.048	0.38
O=C(CN1C(=O)NC2(CCCC2)C1=O)Nc1cccc(-c2nnc3n2CCCCC3)c1	1.1	i	0.7	1.2	1208	3.8	1.8	4.4	x	x	i	1	-3.5	839	0%	-0.57	-0.28	0.048	-0.37
CCOC(=O)c1cnc2c(c(C)nn2C)c1Oc1ccc(Cl)cc1	1	i	0.3	-0.13	1743	1.0	1.3	8.1	4	678	i	37	2.1	901	17%	0.41	-0.23	-0.37	-0.072
CCCC1(C(=O)OCC)NC(c2ccc(O)cc2)C2C(=O)N(c3ccc4c(c3)OCCO4)C(=O)C21 (stereo not drawn)	1.1	i	7.0	x	x	2.0	1.9	9.8	10	765	i	29	-4.4	1298	-7%	0.033	-0.049	0.36	-0.54
O=[N+]([O-])c1cc(Br)cc(/C=N/n2cnnc2)c1O	0.8	i	0.3	-0.07	1653	3.1	2.4	4.6	1	694	i	26	0.1	957	-30%	-0.96	-0.25	-0.21	1.1
CCOC(=O)c1sc(/N=C/N(C)C)c(C(=O)OCC)c1C	1.1	i	3.4	-1	1359	2.0	2.0	11	x	x	x	x	-0.2	985	-4%	0.66	-0.21	0.35	-0.62
O=C(CCN1C(=O)c2ccccc2C1=O)C1=NN[C@@H]2C(=O)N(c3cccc(Cl)c3)C(=O)[C@H]12	1	i	0.4	0.03	1389	2.9	1.4	4.6	16	609	i	45	-1.0	528	8%	0.36	-0.18	0.38	-1
Cn1c(NC(=O)C2CCCC2)cc(=O)n(C)c1=O	1.1	i	1.6	-0.05	931	4.4	2.0	7.0	x	x	i	0	-1.0	1175	9%	-0.15	-0.28	-0.079	0.42
N#Cc1c(NC(=O)CSc2ncccn2)oc(-c2ccccc2)c1-c1ccccc1	x	i	0.9	x	x	2.4	1.6	8.6	x	x	i	58	x	x	x	-0.37	-0.14	-0.19	1
C[C@@H](O)C1NC(=O)[C@H](CCCCN)NC(=O)c2cc([N+](=O)[O-])cc(F)c2NCCCC[C@@H](C(N)=O)NC1=O (stereo partly drawn)	1	i	0.6	1.1	1146	3.4	3.8	5.0	-2	737	i	58	x	x	-40%	-0.81	-0.3	0.15	0.69
CCC(=O)n1nc(-c2cccnc2)nc1NCc1ccc(F)cc1	0.8	i	0.8	0.9	1192	1.6	2.1	7.4	18	729	i	36	-0.9	1108	4%	-0.84	-0.39	-0.15	0.88
Cc1cc(C)c2c(c1)cc(C)c1nnc(SCC(=O)Nc3ccccc3N3CCOCC3)n12	1.1	i	0.7	-0.19	1485	1.9	2.8	9.7	-37	669	i	40	-1.1	1047	14%	1.1	-0.18	0.35	-0.4
